# Screens from PubChem BioAssay.
# KDM5B inhibitor – inhibitors of human KDM5B histone demethylase; Q9UGL1; KDM5B demethylase, FDH-coupled NADH fluorescence (FDH is formaldehyde dehydrogenase); Potency, µM (series often up to 57.7 µM), inactives show at the top dose activity change, negative = inhibition, usual class: inhibitors; 220,000 compounds, 2.6% hits; active = well fitted inhibition curve with a large enough effect; inconclusive = small, poorly fitted or top-dose-only effect; inactive = no such curve, though single readings can be large or run the other way; note: 0% is about no effect; nearly all actives have a fitted effect of over 70% in size
# Target sequence (Q9UGL1 whole entry, looked up): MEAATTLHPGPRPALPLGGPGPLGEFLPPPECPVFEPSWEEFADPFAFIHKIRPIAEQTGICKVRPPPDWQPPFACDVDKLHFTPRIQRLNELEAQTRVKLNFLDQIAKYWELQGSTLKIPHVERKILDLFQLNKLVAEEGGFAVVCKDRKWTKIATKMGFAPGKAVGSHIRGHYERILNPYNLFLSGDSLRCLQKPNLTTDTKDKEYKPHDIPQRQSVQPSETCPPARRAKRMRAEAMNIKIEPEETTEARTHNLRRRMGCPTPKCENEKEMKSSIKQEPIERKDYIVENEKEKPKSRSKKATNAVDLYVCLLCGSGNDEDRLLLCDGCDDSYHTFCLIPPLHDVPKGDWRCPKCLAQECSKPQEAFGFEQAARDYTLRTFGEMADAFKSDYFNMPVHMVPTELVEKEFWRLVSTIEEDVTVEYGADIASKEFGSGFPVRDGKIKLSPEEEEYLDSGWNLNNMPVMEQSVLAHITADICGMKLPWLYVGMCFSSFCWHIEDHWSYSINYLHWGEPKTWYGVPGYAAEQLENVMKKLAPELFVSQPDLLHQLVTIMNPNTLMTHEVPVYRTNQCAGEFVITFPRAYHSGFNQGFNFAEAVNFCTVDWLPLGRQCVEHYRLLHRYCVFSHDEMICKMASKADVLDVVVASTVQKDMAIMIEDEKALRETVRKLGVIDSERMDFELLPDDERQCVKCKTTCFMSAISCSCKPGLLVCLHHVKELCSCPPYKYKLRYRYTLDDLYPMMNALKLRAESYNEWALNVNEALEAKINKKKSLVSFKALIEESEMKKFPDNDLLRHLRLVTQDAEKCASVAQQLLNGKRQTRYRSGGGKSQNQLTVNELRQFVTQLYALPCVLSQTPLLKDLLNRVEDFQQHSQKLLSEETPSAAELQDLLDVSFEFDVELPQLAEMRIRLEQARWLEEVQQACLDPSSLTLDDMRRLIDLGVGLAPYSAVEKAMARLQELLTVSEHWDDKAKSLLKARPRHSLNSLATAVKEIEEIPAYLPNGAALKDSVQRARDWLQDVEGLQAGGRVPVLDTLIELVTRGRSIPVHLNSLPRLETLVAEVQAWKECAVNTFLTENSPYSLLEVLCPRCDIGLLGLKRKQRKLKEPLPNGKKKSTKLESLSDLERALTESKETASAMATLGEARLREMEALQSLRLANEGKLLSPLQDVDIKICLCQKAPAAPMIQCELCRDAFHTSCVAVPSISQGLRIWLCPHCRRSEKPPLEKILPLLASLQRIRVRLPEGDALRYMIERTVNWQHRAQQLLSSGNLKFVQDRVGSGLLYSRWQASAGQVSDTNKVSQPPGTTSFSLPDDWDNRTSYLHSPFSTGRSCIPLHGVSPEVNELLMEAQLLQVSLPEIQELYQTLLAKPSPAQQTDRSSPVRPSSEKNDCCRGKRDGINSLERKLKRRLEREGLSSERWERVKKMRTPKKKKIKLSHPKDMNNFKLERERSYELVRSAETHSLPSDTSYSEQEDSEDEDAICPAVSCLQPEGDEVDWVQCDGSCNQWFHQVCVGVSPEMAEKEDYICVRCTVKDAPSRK
#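 Compound dilutions met 200 nM (final) KDM5BΔAP for 10 min at room temperature before substrate addition. The substrate mix held 12.5 µM H3K4me3 with cofactors 25 µM α-ketoglutarate and 50 µM Fe²⁺. NADH signal gain over 30 min defined activity.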
# Active calls of the source: *; ? = inconclusive; [ ] = another dose, or the depositor's remark. Potency is the fitted concentration of half-maximal effect. Some of the compounds tested; rates above refer to the full screens.
SMILES,KDM5B inhibitor
CCOc1ccc(C(=O)NCCS(=O)(=O)N2CCN(c3ccccc3F)CC2)cc1OCC,-18.5%
CCNC(=O)O[C@@H]1CO[C@H]2[C@@H]1OC[C@@H]2NC(=O)c1cccc(C(=O)OC)c1,?
CCCOc1cc(S(=O)(=O)NC(CC)CO)ccc1Cl (stereo not given),19.9%
COc1ccc(CNc2nccn(-c3ccc(C(C)C)cc3)c2=O)cc1OC,-26.5%
COc1ccc(C)cc1NC(=O)Cn1ccn2nc3c(c2c1=O)CCCC3,?
COc1cc(OC)cc(OCc2nnc(C(=O)N3CCC[C@@H]3C)n2-c2ccccc2)c1,-1.3%[86.2 µM]
CCn1c(=O)c2sccc2n2c(CCCC(=O)N3CCN(c4ccc(OC)cc4)CC3)nnc12,-18.6%
COCCNC(=O)C1CCN(C(=O)C2CN(c3ccc(OC)cc3)C(=O)N2)C1 (stereo not given),-4.1%
NC(=O)c1ccc2[nH]c(CN3CCC(Oc4ncccn4)CC3)cc(=O)c2c1,?
O=C(Nc1nnc(C2CC2)s1)c1nn(Cc2ccccc2)c(=O)c2ccccc12,0.6%
O=c1cc(-c2ccccc2Cl)oc2ccc(Br)cc12,20.7%
CCCOc1ccc(CN2C(=O)C3(CCOCC3)CC2c2nnnn2CCOC)cc1 (stereo not given),-24.5%
O=c1ccc(CN2CCN(c3ccccc3F)CC2)cn1CC1CC1,5.5%
CC(=O)NCCC(=O)N1Cc2ccccc2CC2(CCCN(CC3CCNCC3)C2)C1 (stereo not given),84.0%[activator][115 µM]
Cc1cnc(C(=O)NC(c2ccccc2)c2ccccn2)cn1 (stereo not given),12.4%
COc1ccccc1N1CCN(S(=O)(=O)c2ccc3c(c2)oc(=O)n3C)CC1,?
Cc1ccc2c(c1)C(C)(C)C1(/C=C/c3ccc(Cl)cc3)NC(=O)CN21 (stereo not given),?
Cc1ccccc1Cn1c2ccccc2c2cnn(CC(=O)NC3CCC(C)CC3)c(=O)c21 (stereo not given),-17.7%
Cn1c(C(=O)NCc2ccccc2Cl)cc2sc(Cl)cc21,?
O=C(c1ccc(F)cc1)N1CCn2c(nnc2C2CC2)C1,-30.0%[86.2 µM]
COC1C(=O)N(c2cccc(F)c2)C12CCN(C(=O)NCc1ccc(C)cc1)CC2 (stereo not given),-0.2%
O=C1CCN(Cc2ccncc2)CCCC(C(=O)NCC2CC2)CCN1 (stereo not given),?
O=C(NC(Cc1ccccc1)C(=O)N1CCN(c2ccccc2)CC1)c1cccs1 (stereo not given),75.6%[activator]
CN(C)c1ccc(C(=O)/C=C/c2cccs2)cc1,-11.5%
O=C(Cn1cc(SCc2ccc(C(F)(F)F)cc2)c2ccccc21)N1CCCCC1,-28.2%
CCOc1ccc(NC(=O)CSCc2cc(=O)n3ccccc3n2)cc1,5.6%
COCCn1c(SC(C)C(=O)c2ccc(C(C)(C)C)cc2)nnc1-c1ccccc1 (stereo not given),-10.4%
CN1C(=O)CCC2(CNC(=O)CCc3nc(-c4ccccc4)no3)CCC=C12 (stereo not given),-22.2%
O=C(c1cccs1)N1CC[C@H](c2nnc(Cc3c[nH]c4ccccc34)o2)C1,?
O=C(NCC1CC1)c1nc2c(o1)CCN(Cc1cccc(F)c1F)CC2,-26.9%[86.2 µM]
CC(=C1C(=O)c2ccccc2C1=O)N1CCN(c2ccc(F)cc2)CC1,-2.6%
CC(c1cc2ccccc2o1)N(C)Cc1nc(-c2ccc(Cl)cc2)no1 (stereo not given),5.5%
Cc1nc(NC(=O)C(C)Sc2nnc(-c3ccccc3F)n2C(C)C)sc1C (stereo not given),11.2%
CCc1noc(C)c1C(=O)OCC(=O)NCc1ccccc1OC,5.6%
COc1ccc(NC(=O)CCn2cnnn2)cc1,-0.2%
C=CCCC(CN1CCOCC1)Oc1ccc(-c2ccccc2)nn1 (stereo not given),49.2%[activator]
COc1ccc(C(=O)NCc2n[nH]c(=O)c3ccccc23)cc1OC,-4.8%
Cc1cc(C)nc(Nc2nc(-c3ccccc3)c3ccccc3n2)n1,?
Cc1ccc(N(Cc2ccccc2)C(=O)c2cccs2)cc1,-12.9%
O=C(CSc1nc2c([nH]c3ccccc32)c(=O)n1-c1ccccc1F)Nc1cccc(Cl)c1,?
COc1cccc(-c2ccc(CN3CCN(c4cc(Cl)ncn4)C(=O)C3)cc2)c1,?
Nc1nccnc1C(=O)NCC#Cc1cccc(C(F)(F)F)c1,?
CCOc1cc(C(=O)NC2CCN(c3cc(-c4ccccc4)[nH]n3)CC2)cc(OCC)c1OCC,-26.2%
CC(C)NC(=O)N(C1CCOCC1)C1CN(S(=O)(=O)c2cn(C)cn2)C1,28.4%
Cc1c(C(=O)NCc2ccccc2Cl)sc2nc(-c3ccc(F)cc3)cn12,-11.2%
CSc1nnc2[nH]c(=O)cc(C)n12,-10.7%
COc1ccc(OC)c(-c2cc3ccc(O)cc3oc2=O)c1,?
CCn1nccc1C(=O)N1CCC(Cc2ccc(C(=O)NCCOC)cc2)CC1,23.5%
CN(C)c1ccc(CN2CCNc3cc(Nc4ccccc4)ncc3C2)cc1,39.8µM*
CCCN1C(=O)Cc2ccccc2C1C(=O)NCc1ccc(F)c(Cl)c1 (stereo not given),12.2%
# (list continues)
SMILES,KDM5B inhibitor
O=C(Cn1nc2c(cc1=O)CCCC2)NCCCN1CCOCC1,-25.0%
Cc1cccc(NC(=O)C(C#N)C(=O)CCc2ccccc2)c1 (stereo not given),16.8%
COc1ccc(N2CC(c3noc(-c4ccc(C(C)(C)C)cc4)n3)CC2=O)cc1 (stereo not given),?
CC(C)(C)c1cc(-c2n[nH]c(=S)n2-c2ccc(Cl)cc2)n[nH]1,-19.3%
COc1ccc(-c2nc(C(C)C)nc3c2CCN(C(=O)NC2CCCC2)CC3)cc1,-13.9%
CC1(C)C(=O)OC(c2ccccc2)C(C)(C)C1=O (stereo not given),-5.2%
Cc1cc(F)ccc1NC(=O)c1sc2nc(-c3cccs3)ccc2c1N,?
COc1ccc(C2Cn3nnc(-c4noc(-c5cc(F)ccc5Cl)n4)c3CO2)cc1 (stereo not given),-25.7%
CCCCCNC(=O)c1ccc2c(c1)nc(C)n2-c1cccc(C)c1,-8.4%
Cc1c(NC(=O)CN(c2cccc(Cl)c2Cl)S(C)(=O)=O)c(=O)n(-c2ccccc2)n1C,-4.4%
CCN(CC)C(=O)c1sc(NC(=O)C2CCCCC2)c(C(=O)OC)c1C,-8.0%
CCN(CC)c1ccc(C2C(C(=O)Nc3ccccc3F)=C(C)NC3=C2C(=O)CCC3)cc1 (stereo not given),?
COc1cc(/C=N/NC(=O)CNc2cccc(C(F)(F)F)c2)ccc1OC(=O)c1ccc(F)cc1,-14.0%
O=C(NC(C(=O)N1CCCC1)C1CCN(C(=O)c2ccc3c(c2)OCO3)CC1)c1ccc(F)cc1 (stereo not given),-7.2%
O=C(CCc1nnc(-c2ccccc2)o1)Nc1ncc(Cc2cccc(Cl)c2)s1,-0.6%
Cc1oc(-c2ccccc2)nc1CC(=O)NCC1(N(C)C)CCCCCC1,2.6%
COc1ccccc1-c1cc(C(=O)NCc2ccc(F)cc2)c2cnn(C)c2n1,89.1µM*
CCOc1ccc(NC(=O)c2cc3cc(OC)ccc3oc2=O)cc1,8.9%
Cc1nc(-c2ccccc2OC2CN(C(=O)c3ccnn3C)C2)no1,-13.7%
CCc1nc(C)c(CC(=O)NCc2cc(F)cc3c(C)c(CC)[nH]c23)c(=O)[nH]1,2.1%
CN(C)C[C@@H]1CN(c2ncccn2)C[C@H]1NC(=O)c1cc(F)ccc1Cl,31.6µM*
CCCNC(=O)NC(=O)CSc1cc(C)c2ccccc2n1,11.0%
CC(=O)N1CCC(CC(=O)N2CCCC(c3[nH]ccc3C(N)=O)C2)CC1 (stereo not given),23.2%
CNC(=O)c1cccc(-c2cnc3[nH]cc(CC(=O)N(C)c4ccccc4)c3c2)c1,-26.5%[86.2 µM]
COc1ccc(S(=O)(=O)N2CCC(Oc3ccc(-n4cnnn4)cc3)CC2)cc1OC,?
O=C(COc1ccc2ccc(=O)oc2c1)c1ccccc1,?
Cc1c(C)c2ccc(OCC(=O)NCCN3CCOCC3)c(C)c2oc1=O,?
COC(=O)c1ccccc1NC(=O)CSc1nc(-c2ccccc2)cc(C(F)(F)F)n1,?
Cc1oc2cc(OCC(=O)NC(C)c3ccco3)ccc2c(=O)c1Oc1ccccc1 (stereo not given),?
CCOc1ccc(OCC)c(NC(=O)c2csc3c2CCCC3)c1,?
Cc1c(Cl)cccc1NC(=O)c1ncoc1-c1ccco1,?
COc1ccc(-c2nnc3n2CCN(C(=O)c2ccc(C)cc2)C3)cc1,16.4%[86.2 µM]
CNC(=O)[C@@H]1CN(S(=O)(=O)c2cccc(Cl)c2)C[C@H]1C1CCN(C)CC1,-20.4%
CCN1C(=O)C2(CCN(C(=O)N(C)C)CC2)c2ccccc21,16.9%
O=C(Cc1csc(-c2ccccc2)n1)N[C@H](c1ccccn1)C1CC(O)C1 (stereo not given in full),25.1µM*
N#Cc1nc(COc2ccc(Br)cc2)oc1N1CCCCCC1,?
NC(=O)CSc1nnc(-c2ccccc2Br)n1-c1cccc(C(F)(F)F)c1,14.2%
COC(=O)c1ccc(NC(=O)C2CCN(c3oc(-c4ccco4)nc3C#N)CC2)cc1,?
Cc1ccc2oc(=O)c3cnn(CC(=O)N4CCN(c5cc(Cl)ccc5C)CC4)c3c2c1,-16.6%
O=C(CCc1ccccc1)N1CCC(Oc2cnc3c(ccn3-c3cncnc3)c2)CC1,-2.8%[86.2 µM]
O=C(Nc1cc(Cl)cc(Cl)c1)c1ccc(F)c(S(=O)(=O)NCc2ccccc2Cl)c1,?
Cc1ccc2nc(-c3ccccc3)cc(C(=O)N3CCN(CC(=O)NC4CC4)CC3)c2c1,18.1%
COc1ccc(C(C)NC(=O)c2noc(-c3ccc[nH]c3=O)n2)cc1OC (stereo not given),31.6µM*
O=C(N[C@H]1CCN2C(=O)c3ccc(Cl)cc3NC(=O)[C@H]12)C1CCCC1,-17.6%[86.2 µM]
COc1ccc(NC(=O)Nc2c[nH]c(=O)[nH]c2=O)c(OC)c1,?
CS(=O)(=O)NC[C@H]1O[C@@H](CO)[C@@H](O)C1N1CCN(c2ccccc2)CC1 (stereo not given in full),-27.3%
CC(C)NC(=O)CC[C@@H]1CNC(=O)[C@@H]2C[C@H](NCc3ccccc3)CN12,?
Cc1ccc2c(c1)-c1nc(-c3ccc4c(c3)NC(=O)CO4)cc(-c3ccccc3)c1CO2,?
Cc1ccc(C)c(NC(=O)CSc2nc(=O)n(Cc3ccccn3)c3c2CCC3)c1,4.8%
CCc1noc(-c2cn(C3CCCN(C(=O)COc4ccccc4)C3)nn2)n1 (stereo not given),9.5%

# Sorted by value in KDM5B inhibitor (falling): 3 of the compounds above.
SMILES | KDM5B inhibitor
COc1ccccc1-c1cc(C(=O)NCc2ccc(F)cc2)c2cnn(C)c2n1 | 89.1µM*
CN(C)C[C@@H]1CN(c2ncccn2)C[C@H]1NC(=O)c1cc(F)ccc1Cl | 31.6µM*
O=C(Cc1csc(-c2ccccc2)n1)N[C@H](c1ccccn1)C1CC(O)C1 (stereo not given in full) | 25.1µM*

# (further entries)
SMILES,KDM5B inhibitor
Cc1noc([C@@H]2CNC[C@H]2C(=O)N(C)Cc2ccc(N3CCOCC3)cc2)n1,?
COCCOC1CCN(C(=O)Cc2ccccc2)CC1,19.7%
CCc1ccccc1N1C(=O)CN(Cc2cc(OC)c(OC)c(OC)c2)C1=S,29.3%
CC(C)(CO)Nc1ncnc2onc(-c3ccc(F)cc3)c12,-2.5%
O=C(C1CC1)N1CC2(CCCN2C2COC2)Cc2ccccc21 (stereo not given),-19.5%[149 µM]
COc1ccc(C(=O)NN=C2CCCC2)c(OC)c1,35.9%[activator]
CC1C(=O)Nc2ccc(-c3csc(NC4CCCC4)n3)cc21 (stereo not given),-19.5%
Cc1ccc(S(=O)(=O)N2CCN(C(=O)c3cc4ccccc4oc3=O)CC2)cc1C,6.4%
CC(C)(C(=O)O)c1cnc(N2CC[C@H](CO)[C@H](O)C2)nc1N1CCOCC1,-10.9%
Clc1ccc2c(N/N=C/c3cccs3)ccnc2c1,?

# Given with each value named: 4 of the compounds above.
CC(C)(CO)Nc1ncnc2onc(-c3ccc(F)cc3)c12
  KDM5B inhibitor: -2.5%

O=C(C1CC1)N1CC2(CCCN2C2COC2)Cc2ccccc21 (stereo not given)
  KDM5B inhibitor: -19.5%[149 µM]

COc1ccc(C(=O)NN=C2CCCC2)c(OC)c1
  KDM5B inhibitor: 35.9%[activator]

Clc1ccc2c(N/N=C/c3cccs3)ccnc2c1
  KDM5B inhibitor: ?

# The main list resumes with the 2 entries that preceded the break.
SMILES,KDM5B inhibitor
CC(C)(C(=O)O)c1cnc(N2CC[C@H](CO)[C@H](O)C2)nc1N1CCOCC1,-10.9%
Clc1ccc2c(N/N=C/c3cccs3)ccnc2c1,?
CC(=O)Nc1ccc(C(=O)N(CCc2ccccc2)Cc2cccs2)s1,-19.6%
O=C(NCCc1ccco1)c1nnc(C(=O)Nc2cccc(Cl)c2)s1,?
COc1cccc(NC(=O)CCSc2nc(-c3ccco3)cc(C(F)(F)F)n2)c1,?
CCOc1ccccc1NC(=O)C1CCN(S(=O)(=O)c2cccs2)CC1,-29.9%
O=C(Nc1ccccc1C(F)(F)F)c1cccc(Cl)c1Cl,-10.3%
CC(=O)N1CCCN(Cc2nnc(C(=O)N3CCC[C@@H]3c3cccc(F)c3)n2-c2ccccc2)CC1,28.4%
CC1(C)CC(=O)c2c(S(C)(=O)=O)sc(Br)c2C1,19.8%
CC1(C)CC(=O)c2sc(NS(=O)(=O)c3ccc(Cl)cc3)nc2C1,-20.0%
O=C(NCCc1ccccc1)N1CCCCCC1CN1CCOCC1 (stereo not given),-13.9%
COCc1ccc2c(c1)c(OC(C)(C)C(=O)NC1CCOCC1)nn2Cc1ccccc1,28.2µM*
